RXFP1 antagonist – qHTS Assay for Antagonists of the Relaxin Receptor RXFP1; Relaxin receptor 1 (Homo sapiens), Q9HBX9; HEK293-RXFP1, relaxin-stimulated cAMP HTRF, 30 min; active compounds read low; activity change, negative = inhibition, % at 57.5 µM; 350,000 compounds, 0.59% hits; AID 1259400, 2018;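 active = activity change of -60% or lower, but not beyond a set lower limit; inconclusive = change between -60% and -40%, or beyond the set limit; inactive = change above -40%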; also: % is scaled to controls: 0 for no effect and ±100 for the full control effect
D2 antag – HTS Assay for Allosteric Antagonists of the Human D2 Dopamine Receptor: Primary Screen for Antagonists; 340,000 compounds, 2% hits; HEK293 TREx D2 cells, calcium flux, dopamine EC80; D(2) dopamine receptor (Homo sapiens), P14416; inhibition, % at 10 µM; in the data active = inhibition above about 30%; also: 0% is about no effect
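Antagonism is scored as inhibition of an EC80 dopamine-evoked calcium signal in a force-coupled, tetracycline-inducible HEK293 T-REx D2 line, with compound present 180 s before agonist.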
RXFP1 ag – qHTS Assay for Agonists of the Relaxin Receptor RXFP1; Relaxin receptor 1 (Homo sapiens), Q9HBX9; HEK293T-RXFP1 cAMP TR-FRET, 30 min; response scale: percent of porcine relaxin response, buffer zero; Potency, µM (highest dose often 57.5 µM), for inactives: at the top dose activation, actives largely listed as activators; 370,000 compounds, 0.3% hits; AID 2676, 2010; active = well fitted activation curve with a large enough effect; inconclusive = small, poorly fitted or top-dose-only effect; also: potency is read from the fitted curve at half-maximal effect; % is scaled to controls: 0 for no effect and ±100 for the full control effect; nearly all actives have a fitted effect of over 60% in size; many of its hits are not listed in these tables
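HEK293T cells stably expressing RXFP1 were pretreated with the PDE4 inhibitor Ro 20174, exposed to compounds for 30 min at 37C, lysed, and cAMP was read by TR-FRET. Data normalized to buffer (basal) and 29 nM porcine relaxin (100%).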
D2 potentiator – HTS Assay for Positive Allosteric Modulators of the Human D2 Dopamine Receptor: Primary Screen for Potentiators | D(2) dopamine receptor (Homo sapiens), P14416 | potentiation, % at 10 µM | 340,000 compounds, 0.34% hits | HEK293 T-REx D2, calcium flux, EC20 dopamine potentiation | AID 485347, 2010;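 active = potentiation over 3 SD above the plate norm, cut at about 30% in these data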; also: 0% is about no effect
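Potentiation of an EC20 dopamine calcium response is measured in a force-coupled, tetracycline-inducible Hek293 Trex D2 line. Compound-only kinetic reads over 180 s flag agonists before dopamine addition.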
D1 agonist – Allosteric Agonists of the Human D1 Dopamine Receptor: qHTS; D(1A) dopamine receptor (Homo sapiens), P21728; HEK293 T-REx D1 cells, calcium flux, agonist mode; activation, % at 2 µM; 360,000 compounds, 1% hits; AID 504660, 2011; in the data active = activation above about 30%; also: 0% is about no effect
Target sequence (P21728 whole entry, looked up): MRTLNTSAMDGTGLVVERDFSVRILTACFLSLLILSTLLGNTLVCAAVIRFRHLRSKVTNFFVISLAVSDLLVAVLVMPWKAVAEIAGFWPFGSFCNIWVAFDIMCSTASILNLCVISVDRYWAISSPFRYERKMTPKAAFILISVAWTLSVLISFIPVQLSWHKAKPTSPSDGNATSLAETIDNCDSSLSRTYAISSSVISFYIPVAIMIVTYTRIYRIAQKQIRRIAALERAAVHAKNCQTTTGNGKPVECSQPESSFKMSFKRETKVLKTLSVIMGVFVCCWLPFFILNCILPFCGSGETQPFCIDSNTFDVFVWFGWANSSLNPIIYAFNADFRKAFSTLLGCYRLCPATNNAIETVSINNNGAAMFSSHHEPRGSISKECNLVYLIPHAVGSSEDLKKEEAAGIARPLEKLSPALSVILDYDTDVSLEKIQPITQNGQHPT
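Tetracycline-induced HEK293 TREx D1 cells, force-coupled to calcium signalling, were dye-loaded with a no-wash calcium kit. Compound was pin-added after a 10 s baseline. Fluorescence was read kinetically at 1 cycle/s for 180 s, with calcium rises flagged as agonism.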
D1 PAM – Potentiators of Human D1 Dopamine Receptor: qHTS; AID 504651, 2011; 360,000 compounds, 0.036% hits; D(1A) dopamine receptor (Homo sapiens), P21728; HEK293 TREx D1 cells, calcium flux, dopamine EC20 potentiation; potentiation, % at 10 µM; in the data active = potentiation above about 30%; also: 0% is about no effect
D1 antagonist – Antagonist of Human D 1 Dopamine Receptor: qHTS; D(1A) dopamine receptor (Homo sapiens), P21728; HEK293 TREx D1 cells, calcium flux, dopamine EC80; active compounds read low; activity change, negative = inhibition, % at 10 µM; 360,000 compounds, 3.2% hits; in the data active = activity change below about -30%; also: % is scaled to controls: 0 for no effect and ±100 for the full control effect
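Kinetic fluorescence of a calcium dye serves as the read-out. D1-expressing Hek293 Trex cells, induced overnight at 30 C, are exposed to compound for 180 s before an EC80 dopamine addition, then read 180 s further.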
TRHR PAM – qHTS for Small Molecule Agonists and Allosteric Enhancers of Human TRH Receptor: Primary Screen for Enhancers; Thyrotropin-releasing hormone receptor (Homo sapiens), P34981; TRHR cells, fluo-8 calcium fluorescence, EC20 TRH enhancement; enhancement, % at 2 µM; 360,000 compounds, 0.66% hits; in the data active = enhancement above about 30%; also: 0% is about no effect
Target sequence (P34981 whole entry, looked up): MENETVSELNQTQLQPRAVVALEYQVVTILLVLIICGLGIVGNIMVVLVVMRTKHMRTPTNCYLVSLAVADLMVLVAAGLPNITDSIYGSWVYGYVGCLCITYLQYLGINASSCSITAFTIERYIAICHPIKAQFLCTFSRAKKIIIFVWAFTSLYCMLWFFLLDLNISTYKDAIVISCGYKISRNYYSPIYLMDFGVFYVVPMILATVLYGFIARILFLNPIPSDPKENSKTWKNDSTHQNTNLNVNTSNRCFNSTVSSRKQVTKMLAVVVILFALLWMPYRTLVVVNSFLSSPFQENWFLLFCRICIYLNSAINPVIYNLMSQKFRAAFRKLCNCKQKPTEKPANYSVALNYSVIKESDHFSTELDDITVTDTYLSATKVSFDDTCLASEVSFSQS
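TRHR-expressing cells loaded with fluo-8 calcium dye were read kinetically (ex 480/em 530) during compound addition, then stimulated with an EC20 of TRH (10 nM final). Enhancement of the Gq-mediated intracellular calcium response was scored.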
D2 agonist – HTS Assay for Allosteric Agonists of the Human D2 Dopamine Receptor: Primary Screen for Agonists | activation, % at 2 µM | HEK293 T-REx D2 cells, calcium flux agonist mode | AID 485358, 2010 | 340,000 compounds, 0.53% hits | D(2) dopamine receptor (Homo sapiens), P14416;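 active = activation over 3 SD above normal in the single-dose calcium agonist read, cut at about 30% in these data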; also: 0% is about no effect
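In this primary screen, compounds producing a positive calcium signal within 180 s of addition to tetracycline-induced, force-coupled HEK293 Trex D2 cells are flagged; cells are dye-loaded with a no-wash calcium kit beforehand.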
* hit, by the source's call; ? = inconclusive; · = no result given; & = joins results of further samples.

SMILES | RXFP1 antagonist | D2 antag | RXFP1 ag | D2 potentiator | D1 agonist | D1 PAM | D1 antagonist | TRHR PAM | D2 agonist
CCOC(=O)N1CCN(C(=O)c2cc3c(-c4cccc(OC)c4)nn(C)c3s2)CC1 | 2 | 14 | -0.2% | -7 | 0 | 0 | 5 | -9 | -1.5
CCc1ccc(NC(=O)c2ccc(F)c(S(=O)(=O)NCC3COc4ccccc4O3)c2)cc1 (configuration not stated) | · | -2 | 4.6% | 2 | 4 | -4 | -10 | 3 | 0.9
CC(C)C[C@@H]1NC(=O)N(CCCn2ccnc2)C1=O | 6 | -22 | -1.3% | -6 | 3 | -3 | -24 | 2 | -0.4
O=C(NC1CCCC1)C(c1cccnc1)N(C(=O)c1ccco1)c1ccc(F)cc1 (configuration not stated) | 2 | 5 | 3.3% | -8 | -1 | -4 | -11 | 1 | -1.6
CSC1=NCCN1C(=O)c1c(-c2ccccc2Cl)noc1C | · | 14 | -0.4% | -1 | 4 | · | -3 | -7 | 0.8
C=CCn1c(SCC(=O)c2ccc(F)cc2)nnc1-c1ccc2c(c1)OCO2 | -7 | -6 | 0.4% | · | 1 | -3 | -22 | -10 | -0.9
COc1ccc(CCNC(=O)C(=O)NCC2CCCN2S(=O)(=O)c2ccccc2)cc1OC (configuration not stated) | -28 | · | 0.4% | · | 0 | -1 | -1 | -3 | ·
COc1ccc(NC(=O)CN2C(=O)C(c3ccc(C(C)(C)C)cc3)=NC2(C)C)cc1Cl | 3 | · | 7.0% | 8 | 4 | 2 | 5 | -1 | -0.5
Cc1ccc(CNC(=O)Cn2ncc3c(C)n(Cc4ccc(Cl)cc4)c(C)c3c2=O)cc1 | 2 | · | 6.4% | 2 | -2 | 2 | 10 | 25 | 0.5
CCOC(=O)c1nn(-c2cccc(OC)c2)c2nc(CC)c(C#N)c(=O)n12 | · | 11 | 13% | 4 | 1 | -7 | -13 | 1 | -0.6

Two compounds drawn at random from those above:
SMILES | RXFP1 antagonist | D2 antag | RXFP1 ag | D2 potentiator | D1 agonist | D1 PAM | D1 antagonist | TRHR PAM | D2 agonist
COc1ccc(NC(=O)CN2C(=O)C(c3ccc(C(C)(C)C)cc3)=NC2(C)C)cc1Cl | 3 | · | 7.0% | 8 | 4 | 2 | 5 | -1 | -0.5
CCOC(=O)N1CCN(C(=O)c2cc3c(-c4cccc(OC)c4)nn(C)c3s2)CC1 | 2 | 14 | -0.2% | -7 | 0 | 0 | 5 | -9 | -1.5

(list continues)
SMILES | RXFP1 antagonist | D2 antag | RXFP1 ag | D2 potentiator | D1 agonist | D1 PAM | D1 antagonist | TRHR PAM | D2 agonist
COC(=O)C1CCN(C(c2ccc(OC)c(OC)c2)c2sc3nc(C)nn3c2O)CC1 (configuration not stated) | -4 | 4 | 1.8% | -5 | 3 | -9 | 0 | 0 | 0.0
O=C(/C=C/c1ccc([N+](=O)[O-])cc1)c1cccnc1 | · | -2 | 1.6% | -2 | 4 | -4 | 8 | -2 | -0.8
O=C(Nc1c2c(nn1-c1ccc(F)cc1)CS(=O)C2)c1ccc2c(c1)OCO2 (configuration not stated) | -4 | 2 | 1.8% | 15 | 2 | -5 | 14 | 0 | 1.0
Cc1cc(Cl)ccc1OCC(=O)Nc1cccc(S(=O)(=O)NC2=NCCCCC2)c1 | -12 | 21 | 0.4% | 4 | 12 | -3 | -27 | 5 | -0.1
CC(C)(C)NC(=O)CN(c1cccc([N+](=O)[O-])c1)S(=O)(=O)c1ccccc1 | -2 | 4 | 0.3% | 11 | 0 | -1 | 5 | 2 | -0.1
O=C(CN1C(=O)CC(c2ccccc2)=Nc2ccccc21)NC1CCCCC1 | -9 | 14 | 1.6% | -2 | 0 | -1 | 11 | -2 | -0.4
CCCn1cc(NC(=O)c2cc3n(n2)C(C(F)(F)F)CC(c2ccccc2)N3)cn1 (configuration not stated) | 3 | 5 | 0.4% | 5 | 11 | 1 | -29 | -3 | 0.1
Cc1ccccc1-n1nc(C)c2cc(C(=O)N3CCN(S(=O)(=O)c4ccc(F)cc4)CC3)sc21 | -3 | 4 | 4.1% | -1 | 21 | -2 | -5 | -4 | 1.1
COc1ccc(CNC(=O)c2ccc3c(c2)CCN3S(=O)(=O)c2ccc(C)cc2)cc1 | 1 | · | 0.5% | -7 | 4 | -3 | -10 | -6 | 0.1
O=c1[nH]c(C2CCCN(S(=O)(=O)c3ccc(F)cc3)C2)nc2c1nnn2Cc1ccc(F)cc1 (configuration not stated) | -15 | 68* | -3.0% | -5 | 0 | -2 | 6 | 14 | 0.8

Only D2 agonist, RXFP1 ag and D1 antagonist, for some of the entries so far:
smiles	D2 agonist	RXFP1 ag	D1 antagonist
CC(C)(C)NC(=O)CN(c1cccc([N+](=O)[O-])c1)S(=O)(=O)c1ccccc1	-0.1	0.3%	5
O=C(CN1C(=O)CC(c2ccccc2)=Nc2ccccc21)NC1CCCCC1	-0.4	1.6%	11

Going on with the list:
SMILES | RXFP1 antagonist | D2 antag | RXFP1 ag | D2 potentiator | D1 agonist | D1 PAM | D1 antagonist | TRHR PAM | D2 agonist
Cc1cc(C)c(NC(=O)c2oc3ccccc3c2COc2ccccc2)c(C)c1 | 2 | 19 | 0.1% | 2 | 6 | 6 | 14 | 0 | 1.0
CCOC(=O)c1cnc2c(ccc3ccccc32)c1Nc1cccc(Cl)c1 | -2 | · | 4.8% | -2 | -1 | -3 | 5 | 2 | -1.1
Cc1ccc(NC(=O)N2CCN(c3nnc(C)c4c(C)n(-c5ccccc5)nc34)CC2)cc1Cl | 1 | · | 0.3% | -1 | 1 | -5 | -13 | 16 | 1.5
Brc1cccc(/C=N\n2cnnc2)c1 | 17 | 2 | 1.5% | 6 | 2 | 6 | 1 | 1 | 0.8
Cc1cc(NC(=NC2CC2)c2ccccc2F)n(-c2ccccc2)n1 | -1 | -5 | 1.2% | 12 | -1 | -1 | 0 | 0 | -0.7
Cn1nnc2c(NCc3ccc(Cl)cc3)ncnc21 | 12 | · | 4.4% | -2 | -1 | 0 | · | -3 | 0.5
Cc1ccc(NC(=S)Nc2ccc(C(C)C)cc2)cc1S(=O)(=O)N1CCCCCC1 | ? | 4 | -1.2% | -7 | 2 | 0 | 15 | 8 | 0.5
N#Cc1cccc(NC(=O)CNc2cc(S(=O)(=O)N3CCOCC3)ccc2N2CCCC2)c1 | -8 | 14 | 1.4% | 13 | 3 | -11 | 14 | -8 | -0.6
Cc1nc(-c2ccc(F)cc2)c(CC(=O)N2CCN(S(=O)(=O)c3ccccc3Br)CC2)s1 | -9 | -9 | 2.5% | 5 | 0 | -5 | -16 | -7 | 0.2
Cc1cccc(-n2nc([N+](=O)[O-])c(=NC3CCN(Cc4ccccc4)CC3)n2O)c1 | 1 | 1 | 4.6% | -20 | 0 | 9 | -6 | -4 | -0.4
C=CCOc1ccc(/C(O)=C2\C(=O)C(=O)N(CCCOC)C2c2ccc(O)c(OC)c2)cc1 (configuration not stated) | 9 | 8 | 1.2% | 10 | 1 | 1 | 6 | 2 | 0.8
CCOC(=O)C1=C(C)NC2=C(C(=O)CCC2)C1c1cn(Cc2ccc(Cl)cc2Cl)nc1-c1ccccc1 (configuration not stated) | 3 | -39 | 11% | -6 | 2 | 2 | 21 | -21 | 0.4
Cn1c(C(=O)O)cc2cc(Oc3ccccc3)ccc21 | -3 | -3 | 1.1% | 4 | 3 | 0 | 12 | -1 | 0.7
Cn1c(SCC(=O)NCCc2ccccc2)nnc1C1CCCCC1 | 7 | -10 | 1.9% | · | 0 | -7 | 10 | -1 | 2.5
Cc1cc2c(cc1S(=O)(=O)CCC(=O)N1CCN(c3ccccc3)CC1)OCC(=O)N2 | · | · | -3.7% | 4 | -1 | -2 | -11 | 3 | 0.1
O=C(OCc1cc(-c2ccccc2)no1)c1ccc2ccccc2n1 | -11 | 3 | 2.2% | 3 | 6 | -1 | 16 | -2 | -0.5
Cc1c(N(C)C(=O)c2ccco2)c(=O)n(-c2ccccc2)n1C | -9 | 5 | 0.5% | 4 | 4 | -2 | -1 | 2 | 0.2
CC1=C(C(=O)OCc2ccccc2)C(c2ccc([N+](=O)[O-])cc2)NC(=O)N1CCCCCC(=O)O (configuration not stated) | · | 19 | 2.3% | -1 | -2 | -2 | 15 | -5 | 0.3
COc1ccc(CCNc2nc3ccc(C)cc3n3cnnc23)cc1OC | 13 | 16 | 20%&19% | -3&12 | 0&0 | 0&-6 | -3&14 | 1&6 | 0.0&0.0
O=C(NCCCn1ccnc1)C(Cc1ccccc1)N1C(=O)c2ccccc2C1=O (configuration not stated) | 1 | -8 | -1.2% | -1 | 3 | 4 | 0 | -1 | 0.7
Cc1nn(-c2ccccc2)c(Cl)c1C(=O)NCC1CCCO1 (configuration not stated) | 2 | -17 | 1.0% | 7 | 1 | -10 | 13 | 2 | 0.3
O=C(COc1ccc(Cl)cc1)NCc1nnc(SCC(=O)NCC2CCCO2)o1 (configuration not stated) | 0 | 20 | 3.1% | 0 | 1 | -1 | -31* | -4 | -0.1
COc1ccccc1CNc1nc(-c2cc(C)n(C)c2C)cs1 | -13 | 14 | -0.5% | -9 | 4 | 1 | -46* | -6 | 0.3
COc1ccc(CNc2nccs2)cc1 | -7 | · | 4.3% | · | 0 | -1 | 5 | 4 | ·
O=Nc1ccc(NOC(=O)c2ccc(Br)cc2)cc1 | · | · | -2.2% | · | 1 | -4 | 10 | 3 | ·
Cc1cccc(C(=O)NCCCNC(=O)c2ccccn2)c1 | 9 | -5 | 0.0% | -2 | 2 | 3 | 6 | 0 | -1.8
CCNc1nc(NCC)n2c(SCC(=O)Nc3ccc(C)c(C)c3)nnc2n1 | -1 | · | 1.2% | · | 7 | 3 | 3 | 45* | ·
COc1ccc(-c2csc3ncn(Cc4ccccc4)c(=O)c23)cc1 | 9 | -16 | 4.5% | 17 | 4 | -2 | 5 | -5 | -1.2
CC(=O)Oc1cccc(/C=c2\sc3nc(-c4ccco4)nn3c2=O)c1 | · | 11 | -0.3% | -4 | 5 | -2 | -27 | 1 | -0.4
O=C(NCc1ccccn1)c1ccc(=O)oc1 | 1 | -2 | 0.5% | -4 | 1 | -8 | 1 | -4 | 0.5
CCCCNC(=O)c1ccccc1SCc1c(C)noc1C | 6 | 3 | 0.0% | 4 | 5 | -2 | 5 | 3 | 0.6

An excerpt; rates above refer to the full screens.
